# RPL19A TOR yeast – RPL19A-GFP expression modulators in yeast, primary screen, cell-based, S. cerevisiae, multiplex flow cytometry, MLPCN; S. cerevisiae RPL19A-GFP strain, 3 h; hits give low values; percent response vs DMSO, % at 10 µM; hit rate 0.3% among 330,000; AID 2025, 2009;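 active means percent response vs DMSO below 50%; inconclusive means fewer than 70 events counted for the yeast strain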;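 further: median channel GFP fluorescence of the barcoded RPL19A-GFP strain; ratio of sample median GFP to plate DMSO average so 100% = DMSO; lower means less RPL19A-GFP as with rapamycin TOR inhibition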
# CIT2-GFP yeast – modulators of CIT2-GFP expression in yeast, primary screen, S. cerevisiae, GFP fusion, multiplex flow cytometry, MLPCN library; GFP response vs DMSO, % at 10 µM; S. cerevisiae CIT2-GFP strain, 3 h; 100 means same as DMSO wells; hit rate 0.065% among 320,000; AID 2029, 2009;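 active means GFP response relative to DMSO above a set limit, near the screen mean plus 3 SD, cut at about 150% in these data; inconclusive means Fewer than 70 cells measured for a yeast strain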;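 further: ratio of well median GFP fluorescence to mean of DMSO wells on the plate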
# AGP1 TOR yeast – modulators of AGP1-GFP expression in yeast TOR pathway, primary screen, cell-based, multiplex flow cytometry, S. cerevisiae, MLPCN library; 3 h; GFP as percent of DMSO wells; GFP response vs DMSO, % at 10 µM; hit rate 0.02% among 320,000; AID 2066, 2009;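 active means GFP response relative to DMSO above a set limit, near screen average plus 3 SD, cut at about 150% in these data; inconclusive means fewer than 70 cells counted for the yeast strain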;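 further: median GFP channel fluorescence of the gated AGP1 strain per well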
# VLA-4 inh – inhibition in human VLA-4 binding assay, primary screen, VLA-4 allosteric modulator project, MLPCN library, flow cytometry, VLA-4 expressing cells | inhibition, % (about 7 µM as worked out from the volumes in the protocol) | hit rate 0.2% among 330,000 | ligand binding flow cytometry | AID 2557, 2010; in the data active means inhibition above about 50%
# LAP4-GFP MLPCN – modulators of LAP4-GFP expression in yeast, primary screen, S. cerevisiae, multiplex flow cytometry, MLPCN library | hit rate 0.34% among 320,000 | 3 h; median GFP as percent of DMSO wells | AID 2023, 2009 | GFP response vs DMSO, % at 10 µM;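 active means GFP response vs DMSO above a set limit, about the screen mean plus 3 SD, cut at about 150% in these data; inconclusive means under 70 cell events counted for the yeast strain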
# GASC-1 inh – inhibitors of GASC-1 histone demethylase, primary screen, biochemical, fluorescence, DELFIA europium; Lysine-specific demethylase 4C (Homo sapiens), Q9H3R0; hit rate 0.069% among 330,000; GST-JMJD2C(1-420) H3K9me3 demethylation; inhibition, % at 2.35 µM; AID 2099, 2009;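 active means more than half of a compound's replicate wells show inhibition beyond 50%, single wells judged on their own value; inconclusive means some, but no more than half, of replicates pass 50% inhibition; inactive means no replicate passes 50% inhibition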;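 further: signal counts dimethyl H3K9 product captured on neutravidin plate; 0% = median of DMSO wells and 100% = 0.3 times that DMSO median; strong numbers were not always called active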
# GRK2 inh – compounds blocking aptamer binding on GRK2 – biochemical, human GRK2, bead flow cytometry, HTS, primary screen; AID 488847, 2010; FAM-aptamer displacement from GRK2; hit rate 0.59% among 330,000; inhibition of aptamer binding, % at 10 µM;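 active means inhibition of aptamer binding above 40%, roughly 3 SD of noise, on plates passing a quality check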;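 further: median bead fluorescence of bound FAM aptamer so fluorescent compounds give negative values; no value below 0 was filed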
# Target sequence (P25098 whole entry, looked up): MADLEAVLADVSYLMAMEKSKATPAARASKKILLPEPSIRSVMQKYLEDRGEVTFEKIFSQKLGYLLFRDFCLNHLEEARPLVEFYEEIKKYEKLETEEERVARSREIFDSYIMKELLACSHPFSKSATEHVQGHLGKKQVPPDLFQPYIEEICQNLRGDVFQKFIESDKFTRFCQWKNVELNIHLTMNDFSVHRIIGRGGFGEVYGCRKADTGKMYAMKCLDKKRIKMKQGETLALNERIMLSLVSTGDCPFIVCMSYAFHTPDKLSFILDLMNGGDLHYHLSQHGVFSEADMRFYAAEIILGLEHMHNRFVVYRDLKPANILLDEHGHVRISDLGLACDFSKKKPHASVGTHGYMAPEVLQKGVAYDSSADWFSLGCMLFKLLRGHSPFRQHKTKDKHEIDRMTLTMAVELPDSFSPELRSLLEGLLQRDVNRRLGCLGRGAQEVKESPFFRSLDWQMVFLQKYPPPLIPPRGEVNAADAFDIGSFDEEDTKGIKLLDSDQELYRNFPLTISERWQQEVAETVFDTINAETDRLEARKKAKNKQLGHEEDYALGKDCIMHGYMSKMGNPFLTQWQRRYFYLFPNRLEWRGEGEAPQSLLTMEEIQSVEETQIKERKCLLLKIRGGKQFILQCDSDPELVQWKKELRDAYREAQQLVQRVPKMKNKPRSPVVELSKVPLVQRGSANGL
# MEP2-GFP yeast – modulators of MEP2-GFP levels in yeast, primary screen, S. cerevisiae, multiplex flow cytometry, MLPCN library; S. cerevisiae MEP2-GFP strain, 3 h; 100% = DMSO control level; GFP response vs DMSO, % at 10 µM; hit rate 0.51% among 330,000; AID 2016, 2009;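 active means GFP response versus DMSO above a set limit, roughly screen mean plus 3 SD, cut at about 180% in these data; inconclusive means fewer than 70 cells counted for a yeast strain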;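 further: median GFP fluorescence of the barcode-gated MEP2-GFP cells per well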
# * = called active by the depositor; u = inconclusive; x = not tested or not shown; & = joins results of further samples; [ ] = remark or other dose.
SMILES,RPL19A TOR yeast,CIT2-GFP yeast,AGP1 TOR yeast,VLA-4 inh,LAP4-GFP MLPCN,GASC-1 inh,GRK2 inh,MEP2-GFP yeast
COc1ccc(-c2nn(-c3ccccc3)cc2C(=O)n2nnc3ccccc32)cc1,98,102,98,0,93,8,0,99
Nc1nc(SCC(=O)Nc2ccc(C(F)(F)F)cc2)[nH]c(=O)c1NC(=O)c1ccc(F)c(F)c1,u,u,u,2,u,8,0,u
COc1cc(/C=N/O)cc(Br)c1OS(=O)(=O)c1ccc(C)cc1,89,82,92,8,117,5,0,94
CCOC(=O)CSC1=Nc2ccccc2C2=NC(CC(=O)NCc3ccccc3)C(=O)N12 (centres undefined),97,106,104,10,106,8,4,115
Cc1cc(C)nc(SCc2nnc(SCC(=O)Nc3nc(-c4ccccc4)cs3)n2C)n1,101,96,98,9,93,7,0,102
Cc1ccccc1C(=O)NCC(=O)NNC(=O)CCN1CCN(c2ccccc2)CC1,100,112,101,-1,102,10,0,101
O=C1C2C3C=CC(C3)C2C(=O)N1c1ccc2ccccc2n1 (centres undefined),87,87,88,7,88,27,0,89
CN1C(=S)SC2CS(=O)(=O)CC21C (centres undefined),104,96,102,8,104,8,7,102
CCOc1ccc(N2CC(C(=O)Nc3ccc(OC)c(S(=O)(=O)N4CCCCC4)c3)CC2=O)cc1 (centres undefined),99,103,101,-6,96,-6,0,97
CCN1C(=O)/C(=C\N(C(C)=O)c2ccccc2)OC1=S,93,84,85,19,102,2,1,95
COc1ccc(C(=O)NCCS(=O)(=O)N2CCCC2)cc1,96,109,105,-3,106,-2,0,97
Cc1cc(C)nc(NS(=O)(=O)c2ccc(NC(=S)NC(=O)C(C)C)cc2)n1,99,92,x,22,108,3,0,99
Cc1ccc(N2CC(NS(=O)(=O)c3cccs3)CC2=O)cc1 (centres undefined),91,82,95,12,96,-19,1,86
COc1ccc(S(=O)(=O)ON=C2CC(C)(C)N(C(C)=O)C(C)(C)C2)cc1,97,88,94,5,101,12,0,103
O=C(CSc1nnc(Cc2ccc(Cl)cc2)o1)Nc1ccccc1,92,86,94,-3,104,3,0,109
CCN(CC)c1ccc(N=Nc2nn(C)c(C)c2[N+](=O)[O-])cc1,110,115,108,12,109,-4,2,112
COc1ccc(Br)c(C(=O)OCC(=O)NC(=O)NC2CCCC2)c1,107,105,106,-7,126,-1,7,102
CC(=O)c1ccc(-c2nnc(CCC(=O)N(C)Cc3c(C)nc4ccccn34)o2)s1,101,99,99,3,96,23,0,103
COc1cccc(/C=N/NC(=O)CCc2c(C)n[nH]c2C)c1O,100,101,105,3,102,3,3,93
CCN1CCN(S(=O)(=O)c2ccc(S(=O)(=O)NCC3CCCO3)cc2)CC1 (centres undefined),94,90,90,3,92,-9&5,0,92
CC(=O)OCC(OC(C)=O)C(OC(C)=O)C(OC(C)=O)C(=O)Nc1ccccc1 (centres undefined),99,104,104,-1,99,121,0,104
COc1ccc(CNC(=S)Nc2ccc3nc(N4CCOCC4)cc(C)c3c2)cc1,105,102,102,0,102,-1,0,109
COc1ccc(/C=N/OCC(=O)N2CC3(C)CC2CC(C)(C)C3)cc1OC (centres undefined),100,94,95,12,103,-24,0,99
CN1CCN(C(=O)/C=C/c2ccc(Cl)cc2)CC1,102,100,102,7,99,-16,1,102
O=C(CS(=O)(=O)Cc1ccccc1)Nc1ccc(S(=O)(=O)N2CCCCCC2)cc1,100,104,103,7,105,-17,0,98
Cc1cc(NC(=O)CCN2C(=O)/C(=C/c3ccccc3F)SC2=S)no1,95,99,101,4,102,16,0,99
Cc1ccc(S(=O)(=O)Nc2cc(C(=O)NCCN(C)C)ccc2N2CCCCC2)cc1,97,96,93,-9,93,-24,0,99
O=C(NNC(=O)c1ccccc1O)c1ccc(-c2ccc([N+](=O)[O-])cc2)o1,97,98,101,-1,108,-1,2,105
O=C(Cn1cnc2c(nnn2Cc2ccccc2)c1=O)NCc1ccco1,95,92,98,-5,103,-7,4,100
Cc1ccsc1C(=O)N1CCCC(CCC(=O)NCc2ccccc2F)C1 (centres undefined),93,93,99,8,100,9,2,93
COc1ccc(OC)c(NC2c3ccccc3C(=O)N2c2cccnc2)c1 (centres undefined),99,110,105,-10,97,-4,0,98
CCC(=O)c1cc2c(cc1NC(=O)c1cccs1)OCCO2,96,101,96,-6,98,6,1,100
Cc1ccc(C(=O)Nc2cc3c(cc2Cl)OCCCO3)cc1,100,101,99,-23,102,1,0,100
Cc1ccc(C)c(OCC(=O)NCC(C)(C)N2CCOCC2)c1,97,100,93,-31,94,4,1,101
Cc1cc(F)ccc1S(=O)(=O)N1CCCOC1CNC(=O)C(=O)NCc1cccnc1 (centres undefined),99,97,102,7,103,-2,0,98
CC(CCc1ccccc1)NC(=O)c1cncc(Br)c1 (centres undefined),104,102,107,-4,101,4,0,105
NC(=S)Cc1ccccc1Cl,78,80,74,4,91,2,3,97
CC(=O)N1CCc2cc(S(=O)(=O)CCC(=O)N3CCN(c4ccccc4F)CC3)ccc21,102,113,100,-6,94,1,5,99
COCCNC(=O)CCCCCN1C(=O)CCC1=O,103,102,105,14,104,3,1,101
CCCC(=O)c1c[nH]c(C(=O)NCCc2ccccn2)c1,99,96,100,1,101,1,2,100
CCOc1ccc(NC(=NCc2ccc3c(c2)OCO3)SC2CC(=O)N(c3ccc(OCC)cc3)C2=O)cc1 (centres undefined),93,91,90,0,93,-9,2,95
C[C@H](CO)N1C[C@H](C)[C@@H](CN(C)Cc2ccc(-c3ccccc3)cc2)Oc2c(NC(=O)Nc3ccc4c(c3)OCO4)cccc2C1=O,102,104,105,5,97,-8,0,96
CCc1ccc([C@@H]2CC=C(C(=O)O)[C@H](c3ccccc3F)N2S(=O)(=O)c2ccc(C)cc2)cc1,101,109,80,-17,131,0,3,83
CC(C)OCCCNC(=O)C1CC(=O)N(CCc2ccccc2)C1 (centres undefined),102,103,98,2,95,-14,2,118
CSc1nnc(-c2ccccc2Cl)o1,110,107,96,0,122,7,1,102
CC(C)c1ccc(NC(=O)C2CCCCN2S(=O)(=O)c2ccccc2)cc1 (centres undefined),100,101,104,8,100,x,0,101
OCC1(CCOc2ccccc2)CCN(Cc2cc(Cl)ccc2O)CC1,102,103,105,-33,97,-18,0,114
CCCS(=O)(=O)c1nc(S(=O)(=O)c2ccc(C)cc2)c(NCCCN2CCOCC2)s1,103,103,x,3,108,-5,3,112
CC(C)C(=O)Nc1cccc(NC(=S)NC(=O)c2ccccc2Cl)c1,102,96,104,26,102,-2,2,101
CCOC(=O)NC(=O)/C(C#N)=N/Nc1c(F)cccc1F,88,77,79,4,78,2,5,79
COC(=O)c1ccc(CN2C(=O)NC3(CCCCC3)C2=O)cc1,96,97,96,12,98,-2,0,107
CCOC(=O)c1c(C)c2c(=O)[nH]cnc2n1-c1ccccc1,98,99,93,6,92,14,1,98
CC(C)Cc1n[nH]c(=O)c2c1nnn2Cc1ccccc1F,104,98,98,-1,96,4,0,106
CC(=O)c1cccc(NC(=O)c2ccc3c(c2)CCN3S(=O)(=O)c2ccccc2)c1,98,97,96,23,95,21,2,104
CCCCCCSc1cccc(-c2nc3ccc(C)cn3c2NC2CCCCC2)c1,93,98,96,38,95,3,0,99
Cc1cc(=O)oc2cc(NC(=S)NNC(=O)c3c(Cl)cnn3C)ccc12,100,103,95,6,71,-1,1,87
Cc1ccc(-c2nnc(Nc3ccccc3)o2)cc1,99,100,96,-11,110,-11,2,104
O=C(NCCCN1CCCC1=O)c1ccc(S(=O)(=O)Nc2ccccc2)cc1,99,104,112,-7,106,-20,1,98
C=CCN=C1CC(C)(C)CC(=O)/C1=C(\O)CCCN1C(=O)c2ccccc2C1=O,97,104,99,4,107,-3,9,111
Cc1cc(C(=O)CN2C(=O)NC(C)(c3cc(F)ccc3F)C2=O)c(C)n1C1CC1 (centres undefined),101,110,101,3,97,-1,0,106
# (continued)
SMILES,RPL19A TOR yeast,CIT2-GFP yeast,AGP1 TOR yeast,VLA-4 inh,LAP4-GFP MLPCN,GASC-1 inh,GRK2 inh,MEP2-GFP yeast
Cc1cccc(NC(=O)CCCC(=O)OC(C)C(=O)c2ccccc2)c1 (centres undefined),96,102,104,17,104,-6,0,111
Cc1cccc(-c2nnc(SCC(=O)N3CCCC3)o2)c1,100,99,100,13,100,-13,2,102
CC(C)c1nnc2c(N(C)S(=O)(=O)c3ccccc3)nc3ccccc3n12,87,96,75,-3,83,-19,1,85
O=C(NC1CCCC1)C1C2C=CC3(CN(Cc4cccs4)C(=O)C13)O2 (centres undefined),101,99,105,-10,100,-9,1,101
COc1ccccc1NC(=O)CN(Cc1ccco1)C(=O)c1ccc(=O)[nH]c1,98,101,106,-3,106,-3,1,96
COc1cc([C@H]2Oc3c(OC)cc(CCCO[C@@H]4O[C@H](CO)[C@@H](O)[C@H](O)[C@H]4O)cc3[C@@H]2CO)ccc1O,97,97,98,18,103,-3,3,98
CCOC(=O)N1CCN(C(=O)Cn2ncn3nc(-c4cccs4)cc3c2=O)CC1,25*[may fluoresce violet],u,u,8,94[may fluoresce violet],-7&-11,0,469*[may fluoresce violet]
Fc1ccc(-c2nn3c(C4COc5ccccc5O4)nnc3s2)cc1 (centres undefined),104,109,92,-3,98,1,1,108
Cc1cc(C(=O)CSc2nc(N)cc(=O)[nH]2)c(C)n1CCc1ccc(F)cc1,106,100,99,13,100,32,0,105
Clc1cccc(NCc2nnc(SCc3ccc(Cl)cc3Cl)o2)c1,95,103,99,-4,105,0,2,99
O=C(CCc1ccccc1)N1CCN(c2ccc(F)cc2)CC1,91,81,91,6,110,-48,1,92
O=C(NCC1CCOCC1)c1cc(COc2ccc(F)cc2F)on1,101,101,107,4,108,7,0,99
Cc1ccccc1-n1c(C)nnc1SCC(=O)NC1CCCc2ccccc21 (centres undefined),109,114,106,6,91,1,0,109
Cc1noc(C)c1S(=O)(=O)N(C)CC(=O)NCc1ccccc1,101,108,110,11,109,5,4,105
O=C(CNc1ccc(Br)cc1)Nc1cccc(S(=O)(=O)N2CCCC2)c1,95,97,97,-3,90,-9,0,97
COc1cccc(CNC(=O)CSc2ccc(-c3ccncc3)nn2)c1,99,103,107,16,107,-3,5,99
Cc1cccc(N2CCN(C(=O)CCn3c(=S)[nH]c4cc5c(cc4c3=O)OCO5)CC2C)c1 (centres undefined),97,98,97,-34,94,-23&-9,2,96
CC(C)Oc1ccccc1/C=N/NC(=O)C1CC1,101,95,108,12,104,10,0,102
Cc1cc(NC(=O)/C=C/c2ccccc2Cl)n(-c2nc3ccccc3[nH]2)n1,103,104,104,14,93,-1,1,107
CC(=O)c1ccc(NC(=O)c2cc3ccccc3o2)cc1,102,102,91,12,81,14,0,108

# Screens (PubChem)
